NPYLR7 ag: activates Aedes aegypti NPYLR7 receptor; AID 1259423; HEK293T NPYLR7/Galpha15, GCaMP6s calcium fluorescence; activation, % at 10 µM; hit rate 0.15% among 270,000; in the data active = activation above about 40%;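 also: 0% = vehicle and 100% = reference agonist at the receptor; some compounds past the cut are filed as inactive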
mcGAS lum: inhibitors of mouse cGAS; inhibition, % at 12.5 µM; hit rate 0.15% among 160,000; recombinant cGAS, Kinase-Glo ATP depletion luminescence;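 also: 0% = negative control wells and 100% = reference inhibitor with no enzyme activity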
hcGAS lum: blocks human cGAS activity | recombinant h-cGAS, ATP depletion, Kinase-Glo luminescence | hit rate 0.081% among 290,000 | inhibition, % at 12.5 µM | Q8N884;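 also: 0% = vehicle reaction and 100% = reaction without DNA for no activity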
Target sequence (Q8N884 whole entry, looked up): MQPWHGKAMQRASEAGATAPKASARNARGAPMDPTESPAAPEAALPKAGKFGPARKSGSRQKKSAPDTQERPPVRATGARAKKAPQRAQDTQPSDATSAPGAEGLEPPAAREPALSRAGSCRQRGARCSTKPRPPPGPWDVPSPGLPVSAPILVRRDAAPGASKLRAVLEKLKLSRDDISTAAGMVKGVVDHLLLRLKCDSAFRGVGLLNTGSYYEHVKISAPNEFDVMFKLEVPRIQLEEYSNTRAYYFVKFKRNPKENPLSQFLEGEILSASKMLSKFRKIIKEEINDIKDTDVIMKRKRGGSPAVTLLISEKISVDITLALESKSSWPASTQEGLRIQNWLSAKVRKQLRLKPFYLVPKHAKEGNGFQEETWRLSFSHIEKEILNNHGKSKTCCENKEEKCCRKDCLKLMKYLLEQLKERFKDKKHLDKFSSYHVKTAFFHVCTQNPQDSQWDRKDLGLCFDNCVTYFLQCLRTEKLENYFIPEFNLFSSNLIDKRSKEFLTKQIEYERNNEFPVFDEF
Starred values were filed as active, the others as inactive; . = no result given. Rule as the data show it, unless noted: active = inhibition above about 40%; inactive = the rest.

Start of the data: the first four entries, to show the layout:
mol	NPYLR7 ag	mcGAS lum	hcGAS lum
O=C(CC(c1cccc(O)c1)c1ccccc1O)N1CCCCCCC1 (configuration not stated)	20	.	-7
COc1cccc(Cc2nc3c(c(N4CCOCC4)n2)CN(C(=O)Nc2ccccc2Br)CC3)c1	11	-6	-11
O=C(CCCOc1ccccc1)NC1CCCCCC1	-7	.	-10
O=c1c2cc(Cl)ccc2nc(CCc2ccccc2)n1Cc1ccccc1	-1	-8	-4

The list itself, previewed entries included:
mol	NPYLR7 ag	mcGAS lum	hcGAS lum
O=C(CC(c1cccc(O)c1)c1ccccc1O)N1CCCCCCC1 (configuration not stated)	20	.	-7
COc1cccc(Cc2nc3c(c(N4CCOCC4)n2)CN(C(=O)Nc2ccccc2Br)CC3)c1	11	-6	-11
O=C(CCCOc1ccccc1)NC1CCCCCC1	-7	.	-10
O=c1c2cc(Cl)ccc2nc(CCc2ccccc2)n1Cc1ccccc1	-1	-8	-4
CNC(=O)[C@H]1CN(C(=O)c2ccco2)[C@]2(C)C(=O)Nc3ccccc3[C@H]12	1	-4	0
CCOC(=O)Cn1c(C2CC(=O)N(c3ccccc3C)C2)nc2ccccc21 (configuration not stated)	0	.	1
Cc1ccc(CN(C)C(=O)C2CCN(S(=O)(=O)c3ccc4c(c3)CCC4)CC2)o1	3	.	-7
CCc1cn[nH]c1C1CCN(C(=O)c2cc(=O)[nH]c3ccc(F)cc23)CC1	5	.	-2
CCC(NC(=O)Cc1cn2ccsc2n1)c1nc(C)c(C)s1 (configuration not stated)	5	.	-4
Nc1nc(N)nc(CN2CCCc3ccccc32)n1	8	-6	-2
COc1ccc(N2CCN(C(=O)c3ccccc3F)C(C)C2=O)c(OC)c1 (configuration not stated)	11	-7	-9
COc1ccc(-c2cc3ccc4c(c3oc2=O)CN(C2CC2)CO4)cc1OC	27	-9	-5
CC1(C(=O)NS(=O)(=O)c2ccc(Cl)cc2)CCN1C(=O)C1(c2ccc(Cl)cc2)CCC1 (configuration not stated)	-2	.	-11
NC1CCC(n2cc(C(=O)NCCSC3CCCCC3)nn2)CC1 (configuration not stated)	.	-5	-13
Cc1cc(C)c(NS(=O)(=O)c2c(C)n[nH]c2C)c(C)c1	11	.	-9
CCCCN(Cc1cccn1Cc1ccc(Br)cc1)C(=O)CN(CCCOC)C(=O)c1ccc(C)c([N+](=O)[O-])c1	23	-4	2
CCN(CC)CCN1CCN(c2cc(-c3cc(C(F)(F)F)cc(C(F)(F)F)c3)ncn2)CC1	-9	.	3
Cc1ccccc1NC=C1C(=O)OC2(CCCCC2)OC1=O	-2	.	-3
CCCCc1ccc(C(=O)CSc2nc(C)cc(C)c2C#N)cc1	-3	-5	-2
CC(CC(=O)Nc1ccccc1CC(N)=O)c1ccccc1 (configuration not stated)	-1	.	-7
CN1CC[C@@H](c2c(O)cc(O)c3c(=O)cc(-c4ccccc4Cl)oc23)[C@@H]1CO	2	-8	-3
CC(=O)O[C@@H](C)C(=O)N1CCC(Cc2ccc(C(F)(F)F)cc2)CC1	1	-6	-4
COC(=O)CCC(=O)N1CCc2cc(OC)c(OC)cc2C1c1ccc(OC)c(OC)c1 (configuration not stated)	18	-3	-5
N#Cc1ccc(C(=O)N(Cc2cccnc2)c2nc3c(F)cc(F)cc3s2)cc1	-17	-7	-2
O=C(NCC(c1ccc2c(c1)OCO2)N1CCOCC1)OCc1ccccc1 (configuration not stated)	-7	-6	-7
Cc1nnc2ccc(-c3cccc(NC(=O)C4CCCC4)c3)nn12	-10	-7	-4
CN(C)CCNC(=O)c1nn(-c2cccc(C(F)(F)F)c2)c(=O)n(Cc2ccccc2F)c1=O	-4	1	2
CCc1nc2c(OCc3ccc(C(=O)OC)cc3)cccn2c1N(C)C(=O)c1ccc(OC)cc1	-11	1	2
CN(Cc1cccnc1)C(=O)CC(c1ccccc1)c1ccccc1F (configuration not stated)	3	.	-4
CCC(c1cccnc1)N(C)Cc1ccccc1 (configuration not stated)	-4	.	-3

Laid out differently: entries from further up.
CCC(NC(=O)Cc1cn2ccsc2n1)c1nc(C)c(C)s1 (configuration not stated)
  NPYLR7 ag: 5
  mcGAS lum: .
  hcGAS lum: -4
Nc1nc(N)nc(CN2CCCc3ccccc32)n1
  NPYLR7 ag: 8
  mcGAS lum: -6
  hcGAS lum: -2
COc1ccc(N2CCN(C(=O)c3ccccc3F)C(C)C2=O)c(OC)c1 (configuration not stated)
  NPYLR7 ag: 11
  mcGAS lum: -7
  hcGAS lum: -9

Looked up by structure from above (2):
mol	NPYLR7 ag	mcGAS lum	hcGAS lum
N#Cc1ccc(C(=O)N(Cc2cccnc2)c2nc3c(F)cc(F)cc3s2)cc1	-17	-7	-2
O=C(NCC(c1ccc2c(c1)OCO2)N1CCOCC1)OCc1ccccc1 (configuration not stated)	-7	-6	-7

(list continues)
mol	NPYLR7 ag	mcGAS lum	hcGAS lum
CCC(=O)N1CCN(C(=O)c2cc(-c3ccccc3)n(-c3ccc(OC)c(OC)c3)c2C)CC1	-6	-5	-13
COc1cc(C(=O)N2CCc3ccccc3C2c2ccccc2F)cc(OC)c1OC (configuration not stated)	11	-7	-4
CC(NC(=O)c1ccc2c(c1)OCO2)c1nnc(SCc2ccccc2)n1-c1ccc([N+](=O)[O-])cc1 (configuration not stated)	-5	-6	-8
CCOC(=O)c1nn(-c2ccc(C)cc2)c(=O)cc1OS(=O)(=O)c1ccccc1Cl	5	.	4
COc1ccc(Cc2[nH]n3c(=O)c(Cl)c(C)nc3c2-c2ccccc2)cc1	-16	.	-9
Cc1ccc(CN2CCC2(C)C(=O)NC2CCc3ccccc32)cc1 (configuration not stated)	2	.	-9
COc1ccc(OC)c(C=NNC(=O)CCn2c3ccccc3c3ccccc32)c1	4	-7	-7
CC(C)(C)NC(=O)C1CCCCN1C(=O)c1cc(F)cc(F)c1 (configuration not stated)	6	.	-11
N#CCNC(=O)C1(c2ccccc2)CCN(C(=O)CCN2C(=O)CCNC2=S)CC1	13	.	-10
CCCCc1ccc(C(=O)N2CCN(c3nc(CCC)nc4c3c(C)nn4-c3ccccc3)CC2)cc1	.	-7	-8
C=CCOC(=O)C1=C(C)Nc2nc(SCC=C)[nH]c(=O)c2C1c1ccc(C(=O)OC)cc1 (configuration not stated)	3	-8	-4
CN(C(=O)CCCn1nc(-c2cccs2)ccc1=O)c1ccccc1	6	0	5
CC1(C(=O)NS(=O)(=O)c2ccccc2)CCN1C(=O)C1(c2ccc(Cl)cc2)CC1 (configuration not stated)	4	.	-9
Cc1cc(-c2nc3c(C)cccc3o2)ccc1NC(=O)c1cccs1	.	-13	-8
CCc1ccc(S(=O)(=O)NCCc2csc(-c3ccc(F)cc3)n2)s1	4	-7	-5
NC(=O)Cc1csc(NC(=O)CSCc2ccc(Cl)s2)n1	0	-8	-2
COCCCN(CC(=O)N(CCc1ccc(OC)c(OC)c1)Cc1sccc1C)S(=O)(=O)c1ccc(NC(C)=O)cc1	2	-5	-4
CN1CC2(CCN(C(=O)c3csc(-c4cccs4)n3)C2)OC1=O (configuration not stated)	14	.	-5
CC(=O)Nc1ccc(S(=O)(=O)N2CCCN(c3nc4cc(C)c(C)cc4nc3-c3ccccc3)CC2)cc1	.	2	-2
Cc1cccc2sc(N3CCN(C(=O)C4CCCN4S(=O)(=O)c4cccs4)CC3)nc12 (configuration not stated)	-5	-10	-8
Cc1[nH]n(-c2ccc(Cl)cc2)c(=O)c1C1=C(c2c[nH]c3ccccc23)C(=O)N(Cc2ccc(F)cc2)C1=O	4	-10	-25
CC(=O)N1CCc2c(sc(NC(=O)c3cc([N+](=O)[O-])ccc3Cl)c2C#N)C1	1	.	7
COCCn1c(C)cc(C(=O)CN2C(=O)NC3(CCCCCCC3)C2=O)c1C	2	.	5
COc1ccc(Cl)c(S(=O)(=O)Nc2ccnn2C(C)C)c1	3	.	-3
CCCc1[nH]n(-c2cccc(Cl)c2)c(=O)c1C1=C([n+]2cccc(CC)c2)C(=O)N(C(C)C)C1=O	-19	-9	-9
COc1cccc(OCCSc2nnc3sc4ccccc4n23)c1	2	.	-7
Cc1ccc(-c2cnoc2NC(=O)CSc2nc(-c3ccccc3)cc(=O)[nH]2)cc1	1	-9	-4
CC(C)Oc1cccnc1C(=O)N1CCN(C(C#N)C(C)C)CC1 (configuration not stated)	3	.	-8
Cn1c(C2CCN(S(C)(=O)=O)CC2)nn(CC(=O)N2CCCC2)c1=O	-4	-4	-4
CC1CCCCC1(NC(=O)OC(C)(C)C)C(=O)NCc1ccccc1 (configuration not stated)	-6	-16	-12

In another format: results already given
Values run as follows: NPYLR7 ag	mcGAS lum	hcGAS lum
- CCCc1[nH]n(-c2cccc(Cl)c2)c(=O)c1C1=C([n+]2cccc(CC)c2)C(=O)N(C(C)C)C1=O
  -19	-9	-9
- CC(C)(C)NC(=O)C1CCCCN1C(=O)c1cc(F)cc(F)c1 (configuration not stated)
  6	.	-11
- CC1CCCCC1(NC(=O)OC(C)(C)C)C(=O)NCc1ccccc1 (configuration not stated)
  -6	-16	-12

Carrying on:
mol	NPYLR7 ag	mcGAS lum	hcGAS lum
COC(=O)[C@]1(C)CCC[C@@]2(C)C3CC[C@@]4(C)C[C@]3(CC[C@H]12)CC4=O (some centres not stated)	.	-3	-1
COc1ccccc1C(C)(C)CNc1cn[nH]c(=O)c1Cl	-3	.	0
CCC(C)N(Cc1ccncc1)C(=O)c1ccc(Cl)s1 (configuration not stated)	5	-7	-6
O=C(CC(c1ccc(Cl)c(Cl)c1)c1c[nH]c2ccccc12)N1CCC2(CC1)OCCO2 (configuration not stated)	32	-5	-7
CCC(C)N(Cc1ccc(OC)c(OS(C)(=O)=O)c1)C(=O)c1ccccc1OC (configuration not stated)	-9	2	4
O=C(/C=C/c1cnccn1)NCC1(c2ccc(Cl)cc2)CCOCC1	-1	.	-4
CCCN(Cc1c(-c2ccccc2)nn(C)c1Oc1ccc(F)cc1)CC(O)COc1ccccc1C (configuration not stated)	-6	-1	4
COc1cccc(/C=C2\Oc3c(ccc4c3CN(Cc3ccncc3)CO4)C2=O)c1	67*	-2	0
CC1CC(C)CN(S(=O)(=O)c2cccc(C(=O)OCc3cc(=O)n4ccsc4n3)c2)C1 (configuration not stated)	2	-5	-2
O=C(NC1CC2CCC(C1)N2CC1CCCO1)c1c(F)c(F)c(F)c(F)c1F (configuration not stated)	-1	-4	-5
CCCCN(CC(=O)N(Cc1cccn1Cc1ccccc1Cl)CC(C)C)C(=O)c1ccccc1C	.	-5	-3
CCc1[nH]n(-c2ccc(Cl)c(Cl)c2)c(=O)c1C1=C([n+]2ccc(C)c(C)c2)C(=O)N(C(C)C)C1=O	-8	-4	-11
COc1cccc(-c2[nH]nc3c2C(c2nc(C)n4ccccc24)CC(=O)N3)c1 (configuration not stated)	18	.	-1
O=C(NCc1nncn1C1CCCCC1)c1cc2sccc2[nH]1	-5	-13	-4
COc1ccccc1-c1noc(CSc2nc3ccccc3o2)n1	16	.	1
CC1(C(=O)NS(=O)(=O)Cc2cccc(Cl)c2)CCN1C(=O)CC1CCCC1 (configuration not stated)	-2	0	-1
Clc1cc(Br)ccc1OCc1nc(-c2ccncc2)no1	23	-3	-3
COc1ccc2cc(C(C)N3CCOC(C(N)=O)C3)ccc2c1 (configuration not stated)	-11	.	-10
CN(C)S(=O)(=O)c1ccc(C(=O)NCc2ccccc2F)cc1	-7	.	3
Cc1cc(Oc2cccc(F)c2)nc(SCc2ccccc2Cl)n1	1	1	5
O=C(NC(c1ccc(F)cc1)c1cnccn1)C1CCN(Cc2cccs2)CC1 (configuration not stated)	-10	3	1
CCn1c(SCC(=O)c2ccccc2)nc2c(c1=O)SC(C)C2 (configuration not stated)	-1	.	-4
CN1CCN(CCn2cnc3c2c(=O)n(C)c(=O)n3C)CC1	8	0	2
NC(=O)c1c(NC(=O)CCCCl)sc2c1CCCC2	-4	-6	-5
CCOC(=NC(=O)c1ccc(F)cc1)N(C)C(C)C	.	1	6
CN(CC(=O)NC(C)(C)C)C(=O)NCCCOc1ccccc1F	1	.	5
CCNC(=O)N(Cc1ccc(F)cc1)Cc1cc(NC(=O)C2CCCC2)ccc1N(C)C	-2	-4	-4
COc1cccc(CN2CCCC3(CCN(C(=O)c4cccc(N(C)C)c4)C3)C2)c1OC (configuration not stated)	18	.	-7
CC(=O)Nc1ccc(S(=O)(=O)N2CCN(Cc3cc(=O)c(OCc4cc(C)cc(C)c4)co3)CC2)cc1	4	-6	-5
c1csc(-c2cnc3ccc(-c4ccncc4)nn23)c1	8	5	2
NCCCn1nnc2ccccc21	1	.	10
